Growth percent in the NCI-60 one-dose screen (48 h, 10 µM unless noted): 100 = growth as untreated, 0 = no growth, -100 = all killed.
MDA-MB-435 – MDA-MB-435 melanoma; hit rate 7.8% among 82,000
HOP-92 – HOP-92 NSCLC cells | hit rate 6.3% among 71,000
K-562 – K-562 leukemia; hit rate 7.4% among 78,000
CCRF-CEM – CCRF-CEM leukemia | hit rate 7% among 77,000 | AID 1794778
RPMI-8226 – RPMI-8226 leukemia cells; hit rate 7.5% among 77,000
SR – SR leukemia cells. hit rate 8.7% among 73,000. AID 1794780
MOLT-4 – MOLT-4 leukemia cells | hit rate 6.9% among 80,000
HOP-62 – HOP-62 NSCLC | hit rate 3.9% among 80,000 | AID 1794735
Active calls of the source: *; / = not tested or not shown; & = joins results of further samples. The calls were made as follows: active = growth percent below 10; inactive = the rest. No enrichment for hits; about 14% have a hit in one of these screens.

no.	Structure	HOP-92	K-562	HOP-62	RPMI-8226	SR	MOLT-4	CCRF-CEM	MDA-MB-435
1	O=C(O)c1ccc(-n2cc(CNc3cc(F)c(F)c(F)c3)c(-c3cccc(F)c3)n2)cc1	104	84	114	87	80	80	92	100
2	CCCCCCCC(=O)SCC/C=C/[C@@H]1CC(=O)NCc2cccc(n2)CN(Cc2ccc3ccccc3c2)CC(=O)N[C@@H](C(C)C)C(=O)O1	18	14	24	33	3.2*	2.4*	16	37
3	Cc1ccc2oc(=O)cc(Cn3cnn(-c4ccccc4)c3=O)c2c1	89	89	83	87	/	/	90	100
4	S=c1ssc(CN2CCCCC2)c1S	117	104	85	101	97	104	99	107
5	Cc1ccc(C(=O)N/N=C/c2ccccc2)cn1	95	72	96	86	74	90	96	98
6	COc1ccc(Cn2cncc2-c2c[nH]c3cc(Cl)ccc23)cc1	28	67	93	71	72	66	79	87
7	Nc1nc2[nH]c(=O)[nH]c(=O)c2[nH]1	89	88	81	98	88	79	99	104
8	N#C/C(=C\c1ccc(Cl)cc1)n1nnc2cc(F)c(F)cc21	5.4*	12	59	-34*	5.6*	1.3*	-8.8*	6.0*

2 entries picked at random from those above:
no.	Structure	HOP-92	K-562	HOP-62	RPMI-8226	SR	MOLT-4	CCRF-CEM	MDA-MB-435
3	Cc1ccc2oc(=O)cc(Cn3cnn(-c4ccccc4)c3=O)c2c1	89	89	83	87	/	/	90	100
6	COc1ccc(Cn2cncc2-c2c[nH]c3cc(Cl)ccc23)cc1	28	67	93	71	72	66	79	87

New compounds follow
no.	Structure	HOP-92	K-562	HOP-62	RPMI-8226	SR	MOLT-4	CCRF-CEM	MDA-MB-435
9	CCn1cc(C(=O)N/N=C/c2ccccc2)c(=O)c2cc(F)c(N3CCNC(C)C3)c(F)c21 (stereo not given)	56	-39*	69	-42*	-15*	-25*	-52*	-88*
10	O=C(CCCCCCC(=O)Nc1ccc(C(=O)/C=C/c2cn(-c3ccccc3)nc2-c2ccccc2)cc1)NO	40	58	92	81	81	43	46	77
11	NC(=O)c1c(NC(=O)c2ccccc2)sc2c1CCC(=O)C2	-12*	5.2*	45	-10*	7.6*	5.7*	5.1*	8.2*
12	O=c1cc(-c2ccccc2)[nH]c(-c2ccccc2)c1	85	53	188	85	100	46	89	88
13	COC(=O)O[C@H]1CC[C@@]2(C)C(=CC[C@H]3[C@@H]4CC[C@H]([C@H](C)CCCC(C)C)[C@@]4(C)CC[C@@H]32)C1	116	102	102	98	/	89	91	93
14	CCCCNC1CC[C@@]2(C)[C@@H](CC[C@@]3(C)[C@H]2C(=O)C[C@H]2/C(=C(\CCC=C(C)C)C(=O)OC)[C@@H](OC(C)=O)C[C@@]23C)[C@@H]1C (stereo not given in full)	71	60	99	60	52	53	83	97
15	NC1=NC(c2cccc([N+](=O)[O-])c2)c2sc3ccc(Cl)cc3c2N1 (stereo not given)	106	95	85	/	79	91	106	105
16	C/C(=C(\c1ccc(OCCN2CCCCCC2)cc1)c1ccc(OC(=O)Cc2ccccc2)cc1)c1ccc(Cl)cc1	50	-35*	7.9*	-40*	-45*	-6.8*	6.3*	42

Reformatted with one line to a screen: 5 of the compounds above.
9. CCn1cc(C(=O)N/N=C/c2ccccc2)c(=O)c2cc(F)c(N3CCNC(C)C3)c(F)c21 (stereo not given)
10. O=C(CCCCCCC(=O)Nc1ccc(C(=O)/C=C/c2cn(-c3ccccc3)nc2-c2ccccc2)cc1)NO
11. NC(=O)c1c(NC(=O)c2ccccc2)sc2c1CCC(=O)C2
12. O=c1cc(-c2ccccc2)[nH]c(-c2ccccc2)c1
13. COC(=O)O[C@H]1CC[C@@]2(C)C(=CC[C@H]3[C@@H]4CC[C@H]([C@H](C)CCCC(C)C)[C@@]4(C)CC[C@@H]32)C1
entry no.	9	10	11	12	13
HOP-92	56	40	-12*	85	116
K-562	-39*	58	5.2*	53	102
HOP-62	69	92	45	188	102
RPMI-8226	-42*	81	-10*	85	98
SR	-15*	81	7.6*	100	/
MOLT-4	-25*	43	5.7*	46	89
CCRF-CEM	-52*	46	5.1*	89	91
MDA-MB-435	-88*	77	8.2*	88	93

More records follow.
no.	Structure	HOP-92	K-562	HOP-62	RPMI-8226	SR	MOLT-4	CCRF-CEM	MDA-MB-435
17	CCOC(=O)C1=C(C)O/C(=C/C=C/c2ccccc2)C1=O	78	109	108	95	97	98	93	105
18	C=C(C=O)[C@@H]1CC[C@]2(C(=O)O)CC[C@]3(C)C(CC[C@@H]4[C@@](C)(CCC#N)[C@H](C(=C)C=O)CC[C@]43C)[C@@H]12 (stereo not given in full)	14	4.2*	115	-8.5*	0.4*	5.6*	2.9*	-9.9*
19	C=C(C)[C@H]1C2=CC(C(=O)OC)=C(C[C@H](C(=C)C)[C@@H]3OC(=O)[C@]4(O[C@H]4[C@@H]1O)[C@@H]3N(C)C)O2	105	102	109	/	109	111	101	104
20	Cc1cc(C)n(Cc2nnc(SCC(=O)Nc3ccc(S(N)(=O)=O)cc3)n2-c2ccc([N+](=O)[O-])cc2)n1	/	85	105	86	81	73	108	99
21	COC(=O)C(Cc1cnc[nH]1)N1CC(=O)N2[C@@H](c3ccccc3)SC[C@H]2C1=O (stereo not given in full)	/	106	114	105	106	100	100	103
22	CCCCOc1c(N)cccc1C(=O)OCCN(CC)CC	96	80	104	123	84	60	91	111
23	COc1ccccc1OCC(O)CO (stereo not given)	90	87&118	121&97	77	124&116	121&144	97&98	96&77
24	CC1(C)CC(=O)C2=C(C1)Nc1cc3c(cc1C2c1ccc2c(c1)OCO2)OCO3 (stereo not given)	/	94	96	93	95	86	92	102
25	O=C(/C=C/c1ccc(-c2ccccc2)cc1)c1nc2ccccc2n1Cc1ccc(F)cc1	35	22	36	-2.8*	1.5*	-13*	12	16
26	c1ccc2[nH]c(-c3ccc(Nc4nc(N5CCCC5)nc5[nH]ncc45)cc3)nc2c1	-56*	/	-37*	-34*	-31*	-44*	-30*	-77*
27	Oc1c(CN2CCOCC2)cc(CN2CCOCC2)c(O)c1O	102	89	111	99	/	98	108	121
28	OC1(C#CC#CC2(O)CCCCC2)CCCCC1	97	111	95	108	92	87	102	102
29	O=C(NO)c1ccccc1F	99	104	96	102	97	102	109	95
30	O=C(CCCCC(=O)N=C(c1ccccc1)c1ccccc1)N=C(c1ccccc1)c1ccccc1	90	96	114	105	96	90	97	119
31	CCN(CC)CCN1C(=O)c2ccccc2C1=O	113	112	89	108	95	97	106	105
32	COc1cccc(-c2nc(-c3ccc(N)cc3)co2)c1	87	85	108	89	/	82	/	93
33	Cc1ccccc1/C=C1\Oc2cc(C)c(Cl)c(C)c2C1=O	99	93	98	90	95	105	106	103
34	COc1cccc2c1C(=O)c1c(O)c3c(c(O)c1C2=O)C[C@@](O)(C(=O)COC(=O)c1cccnc1)C[C@@H]3OC1CC(N)C(O)C(C)O1 (stereo not given in full)	-26*	1.5*	-7.5*	-29*	3.1*	-25*	0.7*	-87*
35	CC(=O)OC1CCC2(C)C(=CCC3C2CCC2(C)C(C(C)=O)CCC32)C1 (stereo not given)	99	79	96	72	86	94	83	106
36	O=C(Cc1ccccc1)C(O)c1ccccc1 (stereo not given)	82	77	96	93	181	198	81	108
37	COc1cc(CNC(=O)/C=C/C=C/c2ccc3c(c2)OCO3)ccc1OCc1cn(-c2ccc(Cl)cc2)nn1	23	63	87	83	81	89	94	84
38	C=C(c1ccc(OC)c(/C=C/C(=O)c2cc(OC)c(OC)c(OC)c2)c1)c1cc(OC)c(OC)c(OC)c1	40	13	11	10	9.5*	12	18	-28*
39	COc1ccc(C(=O)/C=C/c2cccc([N+](=O)[O-])c2)cc1S(N)(=O)=O	130	/	107	125	/	/	95	100
40	O=C(Nc1ccc(NCCN2CCOCC2)nc1)c1cccc(C(F)(F)F)c1	105	95	104	101	105	106	103	99
41	O=C1N(Cc2ccc(Cl)c(Cl)c2)c2ccccc2C12NCCc1cc(O)ccc12 (stereo not given)	75	81	95	84	89	88	90	97
42	CC(=O)Nc1cccc2cc(O)ccc12	74&89&65	100&113&108	96&93&100	106&112&120	100&107&108	98&108&111	104&101&98	103&117&107
43	CCCCCCCCCCCCCCCCCCOc1cccc(CC(=O)OCC[N+]2(C)CCCC2)c1	70	65	90	76	92	97	57	94
44	CC(=O)OCC1OC(OC(C)=O)C(OC(C)=O)C1OC(C)=O (stereo not given)	86	80	115	98	/	90	100	101
45	COc1cc(CNC(=O)/C=C/C=C/c2ccc3c(c2)OCO3)ccc1OCc1cn(-c2ccccc2Cl)nn1	101	78	100	86	74	89	94	97
46	N/C(=N\S(=O)(=O)c1cccc2cccnc12)Nc1nc2ccccc2s1	93	91	68	86	/	96	95	97
47	Cc1ccc2nc(Sc3cnc(N)s3)n(Cc3ccccc3)c(=O)c2c1	/	/	101	83	93	95	96	94
48	O=[N+]([O-])c1ccc(OCCCCOc2ccccc2)c(Cl)c1	75	96	118	97	/	97	98	99
49	CCCc1nc(NC(=O)c2ccccc2)nc(NC(=O)c2ccccc2)n1	88	91	94	73	79	88	93	112
50	COc1ccc(C2=NN3C(C2)c2ccccc2OC3c2ccncc2)cc1 (stereo not given)	105	82	94	86	79	76	81	98
51	O=C(OCCOCCN1CCCCC1)N1c2ccccc2Sc2cccnc21	136	92	113	128	94	92	117	99
52	COc1ccc(CSC(=N)N)cc1OC	90	85	94	98	98	72	92	106
53	COC(=O)c1c(C(=O)OC)c2c3ccccc3c3ccccc3n2c1C(C)=O	74	97	133	87	63	73	84	107
54	CCCOC(c1ccc2c(c1)OCO2)C(C)Br (stereo not given)	/	103	99	103	89	105	/	102
55	CONc1ccn(C2OC(CO)C(O)C2O)c(=O)n1 (stereo not given)	105	112	99	102	95	76	57	78
56	COc1ccccc1NCc1cccn1Cc1ccccc1	99	110	110	102	106	104	102	116
57	CN1CCN(CCCOc2ccc3nc(Nc4ccc(Cl)c(C(F)(F)F)c4)ccc3c2)CC1	43	-28*	58	18	2.1*	19	18	60
58	O=C1CCCN1CCc1cccc2ccccc12	108	99	97	104	92	88	113	110
59	O=C(Cc1ccccc1)c1ccccn1	80	87	/	94	123	96	85	105
60	CC(C)OC(=O)[C@H](C)N[P@@](=O)(OC[C@@]1(C)O[C@@H](n2cc(F)c(N)nc2=O)C[C@@H]1O[P@](=O)(N[C@@H](C)C(=O)OC(C)C)Oc1ccccc1)Oc1ccccc1	85	/	/	105	124	68	61	87
61	S=C(N/N=C\c1ccc(Cl)cc1Cl)N/N=C/c1ccc(Cl)cc1Cl	/	101	104	104	93	87	97	98
62	O=C(O)c1cc(C(F)(F)F)cc(C(F)(F)F)c1	121	95	103	104	85	95	102	104
63	O=C(COC(=O)c1ccc(S(=O)(=O)N2CCCCCC2)cc1)NCC1CCCCC1	83	95	99	83	95	99	76	100
64	CC[N+]1(CC)CC[N+]2(CCCC(C)CC2)CC1 (stereo not given)	96	107	106	100	106	105	107	110
65	COc1cc(C)ccc1Oc1nc(Nc2ccc(N3CCOCC3)cc2)ncc1NCc1cc(C(F)(F)F)cc(C(F)(F)F)c1	62	69	78	77	83	68	81	101

By substructure, the compounds so far with two or more sulfur atoms.
no.	Structure	HOP-92	K-562	HOP-62	RPMI-8226	SR	MOLT-4	CCRF-CEM	MDA-MB-435
4	S=c1ssc(CN2CCCCC2)c1S	117	104	85	101	97	104	99	107
20	Cc1cc(C)n(Cc2nnc(SCC(=O)Nc3ccc(S(N)(=O)=O)cc3)n2-c2ccc([N+](=O)[O-])cc2)n1	/	85	105	86	81	73	108	99
46	N/C(=N\S(=O)(=O)c1cccc2cccnc12)Nc1nc2ccccc2s1	93	91	68	86	/	96	95	97
47	Cc1ccc2nc(Sc3cnc(N)s3)n(Cc3ccccc3)c(=O)c2c1	/	/	101	83	93	95	96	94

Bioassay records deposited in PubChem by NCI.
